From PubChem BioAssay
HIV fusion peptide: inhibitors of HIV fusion peptide binding, primary screen, biochemical, uHTS, fluorescence dequenching (AID 1986); 0.3% of 290,000 active; inhibition, % at 20 µM; hits with a dose series show IC50 in µM; cell-free peptide binding, fluorescence dequenching, 30 min; higher % means a stronger effect; in the data active means inhibition mostly above about 52%, no sharp cut-off; inactive means mostly below about 76%; further: some results filed as inactive read as strong as hits
GPR55 antagonists: GPR55 antagonists blocking LPI-driven arrestin recruitment, primary screen, imaging, U2OS, beta-arrestin-GFP, LPI agonist (AID 2013); U2OS GPR55 beta-arrestin-GFP translocation imaging, LPI antagonism; higher % means a stronger effect; one-dose inhibition, % at 10 µM; IC50 in µM for titrated hits; 0.13% of 290,000 active;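 active means spots per cell inhibited over 60%, with over 100 cells counted and total cytoplasm intensity under 500,000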;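 further: U2OS cells stably carrying GPR55 and arrestin-GFP stimulated by 5 µM LPI near EC80; imaged beta-arrestin-GFP aggregate spots per cell after agonist stimulation; plate controls were LPI-stimulated DMSO wells for no effect and DMSO wells without LPI for full effect; some results filed as inactive read as strong as hits; confirmed hits need IC50 under 10 µM and bright autofluorescent wells are also inconclusive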
Rac1 GTP hydrolysis: MgcRacGAP GTPase-activating activity inhibitors, confirmation, biochemical, ADP Hunter fluorescence; 0.6% of 340,000 active; inhibition, % at 30 µM; hits with a dose series show IC50 in µM; MgcRacGAP-stimulated Rac1 GTP hydrolysis, ADP Hunter fluorescence; higher % means a stronger effect; GST-tagged Rac1 F28L mutant substrate;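 active means first-screen hits whose inhibition reached a set limit at any dose in the follow-up dose series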;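 further: fluorescence reports GDP produced by GAP-driven GTP hydrolysis; strong numbers were not always called active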
KOR beta-arrestin-1: kappa opioid receptor blockers – cell-based, luminescence, uHTS (AID 1778); 0.091% of 290,000 active; inhibition, % at 10 µM; hits with a dose series show IC50 in µM; KOR beta-arrestin recruitment, luminescence, antagonist mode; higher % means a stronger effect; further: strong numbers were not always called active
HEK293 NOD2/NF-kB: inhibition of NOD2-driven NF-kB reporter – cell-based, luminescence, uHTS, HEK293 (AID 1566); HEK293 NOD2/NF-kB luciferase reporter, luminescence; higher % means a stronger effect; inhibition, % at 4 µM, or EC50 in µM where a hit was titrated; 0.63% of 290,000 active; further: many of its hits are not listed in these tables
GPR55 beta-arrestin: GPR55 agonists via beta-arrestin recruitment, primary screen, imaging, U2OS cells, beta-arrestin-GFP redistribution (AID 1961); U2OS GPR55 beta-arrestin-GFP redistribution imaging; higher % means a stronger effect; activation, % at 10 µM, or EC50 in µM where a hit was titrated; 0.048% of 290,000 active;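 active means activation above 40% with more than 50 cells counted in the well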;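 further: U2OS osteosarcoma cells stably expressing GPR55 and beta-arrestin-GFP; plate controls were DMSO negative control for no effect and LPI positive control for full effect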
NOD1 NF-kB reporter: inhibition of NOD1-driven NF-kB reporter – cell-based, luminescence, uHTS, primary screen (AID 1578); NOD1-driven NF-kB luciferase reporter cells, luminescence; higher % means a stronger effect; inhibition, % at 4 µM, or EC50 in µM where a hit was titrated; 1% of 290,000 active; in the data active means inhibition mostly above about 36%, no sharp cut-off; inactive means mostly below about 34%;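 further: HEK-293T reporter cells stimulated with the NOD1 agonist gamma-tri-DAP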
SV40 large T antigen: TAg ATPase/helicase activity blockers – biochemical (AID 1903); 0.39% of 310,000 active; SV40 large T antigen ATPase/helicase inhibition assay; higher % means a stronger effect; inhibition, % at 20 µM, or IC50 in µM where a hit was titrated; in the data active means a potency from the dose series; further: strong numbers were not always called active
KOR beta-arrestin-2: kappa opioid receptor activators – cell-based, luminescence, uHTS, primary screen (AID 1777); 0.02% of 280,000 active; one-dose activation, % at 10 µM; EC50 in µM for titrated hits; KOR beta-arrestin recruitment, luminescence; higher % means a stronger effect; in the data active means activation above about 50%, passing the limit was not always enough; further: a part of the inactive calls stands beside numbers as strong as those of hits
An asterisk follows results filed as active; x = no result given; [ ] = remark or other dose. Unless noted, no stated cut-off is given here; in the data, active means inhibition above about 50%; inactive means the rest. Not all compounds are listed; count on the stated rates, not on these rows.

SMILES	HIV fusion peptide	GPR55 antagonists	Rac1 GTP hydrolysis	KOR beta-arrestin-1	HEK293 NOD2/NF-kB	GPR55 beta-arrestin	NOD1 NF-kB reporter	SV40 large T antigen	KOR beta-arrestin-2
CCCC(=O)C1=C(O)C(c2cccc(Oc3ccccc3)c2)CCC1=O (stereo not drawn)	3.9%	3%	1%	-20%	13%	0.3%	-11%	2%	3.9%
CCc1cc(=O)oc2cc(C)cc(OCC(C)=O)c12	-1.3%	4%	x	x	-8%	0.0%	-8%	7%	-1.1%
CCCn1c(SCC(=O)Nc2c(C)cccc2CC)nnc1C(C)C	-0.1%	-18%	3%	-31%	-5%	0.2%	-13%	-1%	-1.5%
Cc1ncsc1C(=O)N1N=C2/C(=C/c3ccc(N4CCOCC4)cc3)CCCC2C1c1ccc(N2CCOCC2)cc1 (stereo not drawn)	-0.6%	23%	8%	-4%	1%	0.3%	-2%	19%	1.0%
COc1ccc(NC(=O)c2ccc3c(c2)C(=O)N(CC2CCCO2)C3=O)cc1O (stereo not drawn)	-0.3%	0%	0%	21%	14%	0.2%	-21%	28%	-0.1%
CCCC(=O)C1=C(O)C(C(=O)OC)C(C)(C)CC1=Nc1ccncc1 (stereo not drawn)	-1.6%	4%	4%	-14%	20%	0.2%	2%	8%	-2.4%
CCC(C)(C(=O)NC1CCCC1)N(Cc1cccs1)C(=O)Cc1cccs1 (stereo not drawn)	0.2%	57%	5%	-12%	-35%	-0.1%	10%	6%	-0.9%
O=C(COc1ccccc1Cl)Nc1nnc(S(=O)(=O)N2CCCCCC2)s1	4.6%	-2%	5%	-1%[20 µM]	46%	-0.1%	12%	x	5.1%
CCn1c(C)c(C(C)=O)c(N2CCN(c3ccc(OC)cc3)CC2)nc1=S	20%	-2%	19%	8%	13%	-0.8%	6%	23%	-2.7%
CC(C)Cc1c(O)nc(SCCN2CCOCC2)[nH]c1=O	2.9%	1%	5%	7%	-1%	-0.2%	0%	7%	-1.7%
Cc1ccccc1-n1nc(SCC(=O)O)sc1=S	0.1%	-12%	8%	5%	14%	-0.6%	-23%	7%	-1.2%
O=C(Nc1n[nH]c(C(F)(F)F)n1)C1CC1	0.0%	18%	-10%	6%	14%	0.2%	-22%	1%	-5.1%
O=C(N/C(=C/c1ccc(F)cc1)C(=O)N1CCCCC1)c1ccco1	1.3%	1%	6%	12%	-4%	-0.1%	-2%	22%	-1.2%
COc1ccc(F)cc1S(=O)(=O)N1CCCC(C)C1 (stereo not drawn)	4.4%	-9%	-2%	-11%	-11%	0.3%	-3%	4%	1.4%
COC(=O)c1ccc(Oc2cc(C)nc(-n3nc(C)cc3C)n2)cc1	2.9%	-6%	-1%	-104%	-22%	0.3%	-32%	0%	0.8%
O=[N+]([O-])c1cccc(C(=S)N2CCCC2)c1	-1.4%	-2%	3%	25%	16%	0.1%	-14%	9%	-0.4%
Cc1ccc(/C=C/C(=O)Nc2ncc(C)s2)o1	25%	7%	11%	14%	-79%	0.1%	-44%	19%	-5.9%
CSC1=N/C(=C\c2ccccc2)C(=O)N1C	-3.6%	6%	9%	-5%	5%	-0.1%	4%	9%	0.1%
COc1cccc(OC)c1-c1nn2c(-c3ccco3)nnc2s1	1.0%	-4%	8%	-26%	-39%	-0.2%	-102%	3%	2.7%
CCOc1ccc(N(CC(=O)NC2CCCCCC2)S(=O)(=O)c2c(C)[nH]c(=O)[nH]c2=O)cc1	2.6%	6%	2%	-17%	12%	1.0%	-19%	-2%	-0.8%
CSc1nc(Cl)c(Cc2ccc(OC(C)C)cc2)c(N2CCOCC2)n1	-0.9%	16%	18%	16%	-5%	-0.1%	6%	-4%	-2.3%
FC(F)(F)c1ccccc1CNCc1ccncc1	0.8%	6%	4%	-56%[20 µM]	15%	0.2%	-25%	4%	1.1%
O=[N+]([O-])c1ccc2nc(/C=C/c3ccc(Cl)cc3)[nH]c2c1	0.6%	17%	11%	-29%	-30%	0.3%	-50%	7%	5.2%
COC(=O)c1cc(CNC(=O)c2ccccc2OCc2c(C)noc2C)ccc1OC	-0.2%	25%	9%	4%	13%	0.8%	-17%	13%	6.3%
Cc1cccn2c(CN3CCSCC3)c(C(=O)N3CCOCC3)nc12	-0.1%	5%	-2%	-12%	-6%	-0.3%	-24%	8%	-2.0%
COC(=O)c1cccc(N(C(=O)c2cnccn2)C(C(=O)NCc2ccccc2)c2ccco2)c1 (stereo not drawn)	15%	8%	-2%	-40%	0%	0.9%	-29%	11%	-5.8%
CN(C)CCCN(C(=O)c1cccc(N2C(=O)CCC2=O)c1)c1nc2cc3c(cc2s1)OCO3	3.1%	18%	-31%	-24%	26%	-0.2%	-20%	7%	-5.5%
CC(OC(=O)c1cccnc1)C(=O)Nc1ccc2c(c1)OCO2 (stereo not drawn)	-0.9%	9%	2%	-1%	-2%	0.0%	-30%	5%	0.2%
COc1ccc(-c2c(C)nn3c(-c4ccccc4)cc(C)nc23)cc1	-4.0%	6%	1%	12%	28%	-0.3%	-7%	34%	-7.3%
COCCCNC(=O)Cc1ccccc1OC	-0.6%	3%	9%	2%	8%	0.2%	4%	16%	-3.4%
CCC(=O)NC(=S)Nc1ccc(NC(=O)c2ccc(OC)cc2)cc1	0.6%	-1%	4%	-10%	8%	0.1%	-19%	7%	5.2%
Cc1ccc(C(=O)C2=C(O)C(=O)N(c3ncccn3)C2c2ccccc2F)o1 (stereo not drawn)	14%	-6%	8%	13%	8%	-0.2%	-8%	12%	-2.7%
COC(C(=O)Nc1ccnn1C1CCN(C(=O)c2ccc(C)cc2)CC1)c1ccccc1 (stereo not drawn)	0.3%	10%	-1%	-8%	5%	0.2%	-24%	12%	-1.2%
COC(=O)c1ccc(COC(=O)c2ccc(CS(=O)(=O)c3ccc(C)cc3)cc2)cc1	-1.1%	8%	5%	-75%	15%	-0.1%	-13%	7%	1.1%
O=C(O)CC1SC(=Nc2ccccc2)N(c2ccccc2)C1=O (stereo not drawn)	-1.6%	4%	11%	18%	7%	-0.1%	-8%	-2%	-0.3%
COc1cc(NC(=O)COC(=O)/C=C/c2ccc(OC)c(OC)c2)cc(OC)c1	-0.3%	5%	-1%	6%	19%	-0.2%	-6%	3%	-1.8%
CCOCCCNc1ccc(N2C(=O)CCCC2=O)cc1[N+](=O)[O-]	0.7%	2%	3%	-7%	16%	-0.2%	-4%	9%	-5.6%
O=C(Cc1ccccc1)NNC(=S)NC(=O)c1cccnc1	-0.3%	-7%	x	28%	20%	-0.6%	-4%	15%	1.2%
C[C@]12CC[C@@H]3c4ccc(O[C@@H]5O[C@H](C(=O)O)[C@@H](O)[C@H](O)[C@H]5O)cc4CC[C@H]3[C@@H]1C[C@@H](O)[C@@H]2O	-0.1%	-1%	18%	21%	-9%	-0.1%	-10%	26%	-0.4%
O=C(CCN1CCN2CCCC2C1)N1c2ccccc2Sc2ccc(Cl)cc21 (stereo not drawn)	0.6%	-7%	5%	-30%	6%	-0.1%	2%	21%	1.9%
NC(=O)C1(N2CCCCC2)CCN(CC(=O)Nc2ccc(Oc3ccccc3)cc2)CC1	0.6%	-26%	11%	-18%	-10%	-0.1%	-14%	6%	5.9%
CCCCOc1ccc(C(=O)Oc2ccc(C)nc2)cc1	-1.3%	6%	6%	14%	-6%	0.2%	-11%	18%	8.5%
CCn1c(CSCc2ccc(C)cc2)n[nH]c1=S	1.9%	1%	9%	-33%[20 µM]	16%	0.3%	11%	13%	4.7%
Cc1ccccc1CS(=O)(=O)Cc1ccc(C(=O)NCc2ccccn2)o1	0.6%	-2%	0%	1%	5%	-0.1%	20%	3%	1.1%
O=C1NC2(CCCCC2)N=C1c1ccc(F)cc1	-4.1%	2%	5%	38%	10%	-0.1%	-15%	11%	-4.4%
COc1ccc(C(C)=O)cc1COC(=O)c1ccc(N)c([N+](=O)[O-])c1	-0.9%	0%	3%	-10%	-10%	0.0%	5%	2%	-0.3%
CC(C)Oc1cccc(C(=O)N2CCCC2)c1	-1.9%	5%	11%	26%[20 µM]	18%	-0.1%	-17%	-3%	-2.3%
C/C(=N\NC(=O)c1ccc([N+](=O)[O-])cc1)c1c(O)cc(C)oc1=O	5.3%	4%	5%	8%	20%	-0.3%	-4%	6%	-5.5%
Cc1c(C(=O)OCC(=O)Nc2ccc(S(N)(=O)=O)cc2)oc2c1ccc1ccccc12	1.6%	6%	11%	-429%[20 µM]	1%	-0.1%	-11%	-2%	18%
CC(=O)c1cc2c(cc1N/C(=N/S(=O)(=O)c1ccc(C)cc1)c1ccc(Cl)cc1)OCO2	-0.4%	7%	7%	-40%	21%	-0.1%	-4%	0%	0.1%
O=C(Nc1ccc2c(c1)OCCO2)C1CCCN1C(=O)Nc1ccccc1 (stereo not drawn)	-0.5%	3%	1%	-33%	8%	-0.4%	-22%	8%	1.6%

In a second layout: 10 of the compounds above
Value order: HIV fusion peptide, GPR55 antagonists, Rac1 GTP hydrolysis, KOR beta-arrestin-1, HEK293 NOD2/NF-kB, GPR55 beta-arrestin, NOD1 NF-kB reporter, SV40 large T antigen, KOR beta-arrestin-2
> CCOCCCNc1ccc(N2C(=O)CCCC2=O)cc1[N+](=O)[O-]
  0.7%, 2%, 3%, -7%, 16%, -0.2%, -4%, 9%, -5.6%
> O=C(Cc1ccccc1)NNC(=S)NC(=O)c1cccnc1
  -0.3%, -7%, x, 28%, 20%, -0.6%, -4%, 15%, 1.2%
> C[C@]12CC[C@@H]3c4ccc(O[C@@H]5O[C@H](C(=O)O)[C@@H](O)[C@H](O)[C@H]5O)cc4CC[C@H]3[C@@H]1C[C@@H](O)[C@@H]2O
  -0.1%, -1%, 18%, 21%, -9%, -0.1%, -10%, 26%, -0.4%
> O=C(CCN1CCN2CCCC2C1)N1c2ccccc2Sc2ccc(Cl)cc21 (stereo not drawn)
  0.6%, -7%, 5%, -30%, 6%, -0.1%, 2%, 21%, 1.9%
> NC(=O)C1(N2CCCCC2)CCN(CC(=O)Nc2ccc(Oc3ccccc3)cc2)CC1
  0.6%, -26%, 11%, -18%, -10%, -0.1%, -14%, 6%, 5.9%
> CCCCOc1ccc(C(=O)Oc2ccc(C)nc2)cc1
  -1.3%, 6%, 6%, 14%, -6%, 0.2%, -11%, 18%, 8.5%
> CCn1c(CSCc2ccc(C)cc2)n[nH]c1=S
  1.9%, 1%, 9%, -33%[20 µM], 16%, 0.3%, 11%, 13%, 4.7%
> Cc1ccccc1CS(=O)(=O)Cc1ccc(C(=O)NCc2ccccn2)o1
  0.6%, -2%, 0%, 1%, 5%, -0.1%, 20%, 3%, 1.1%
> O=C1NC2(CCCCC2)N=C1c1ccc(F)cc1
  -4.1%, 2%, 5%, 38%, 10%, -0.1%, -15%, 11%, -4.4%
> COc1ccc(C(C)=O)cc1COC(=O)c1ccc(N)c([N+](=O)[O-])c1
  -0.9%, 0%, 3%, -10%, -10%, 0.0%, 5%, 2%, -0.3%
